Giardia kill: Small Molecules that selectively kill Giardia lamblia: qHTS; Giardia lamblia trophozoite viability; AID 540267, 2011; activity change, % at 7.66 µM, hits read low; actives 0.15% (n = 340,000); in the data active means activity change below about -80%; inconclusive means between about -30% and that limit;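 further: parasites exposed to compound for two days anaerobically before the ATP read; on the % scale 0 is the no-effect control and ±100 the full control effect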
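ATP-content bioluminescence gauges trophozoite survival. Cells (100/well) receive compound and incubate anaerobically for 48 hrs at 37 deg C; detection reagent follows for 15-30 min at room temperature.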
GALK inhibitor: qHTS Assay for Inhibitors of Human Galactokinase (GALK); P51570; Purified GALK, Kinase-Glo residual ATP luminescence; Potency, µM (highest dose often 57.5 µM), inactives show at the highest dose activity change, negative = inhibition, actives largely listed as inhibitors; actives 0.007% (n = 270,000); AID 1868, 2009; further: potency means the concentration at half of the fitted maximal effect; on the % scale 0 is the no-effect control and ±100 the full control effect
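Quantitative HTS: GALK 5 nM, ATP 35 uM, galactose 100 uM, 1 h room temperature, then luciferase-based ATP detection.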
BCR signal inh: qHTS Assay to Find Inhibitors of Chronic Active B-Cell Receptor Signaling | Potency, µM (top dose mostly 46.1 µM), without a hit: at the top dose ratio change, negative = lower green/red ratio, most hits filed as inhibitors | actives 0.05% (n = 340,000) | AID 493014, 2011 | ABC-DLBCL IkBa-CBG/CBR reporter, luminescence ratio, 4 h; active means well fitted inhibition curve with a large enough effect in the signal ratio, with a control signal flat, not every such curve was filed as active; inconclusive means small, poorly fitted or top-dose-only effect, or effect the other way, or a change in a side signal; the % refers to the signal ratio;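 further: potency means the concentration at half of the fitted maximal effect; plate controls were basal doxycycline-induced cells for no effect and cells given 10 µM MG132 for full effect; MG132 reads +100%, hits lower the ratio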
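Cell line TMD8 (human ABC DLBCL), stably expressing tet-inducible CBG68-IkBa fusion and CBR; IMDM/0.5% FBS; cpd up to 46 uM; dox induction, 4 h, 37C/5% CO2; dual luminescence; green/red ratio; MG132 control.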
Integrin act MD: qHTS for Activators of Integrin-Mediated Alleviation for Muscular Dystrophy. AID 624291, 2012. alpha7betagal myoblasts, beta-gal FDG fluorescence, 48 h. actives 0.064% (n = 350,000). Potency, µM (highest dose often 38.3 µM), without a hit: top-dose activation, actives largely listed as activators;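 further: potency means the concentration at half of the fitted maximal effect; 100% = response of the positive control SU9516; nearly all actives have a fitted effect of over 60% in size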
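Alpha7betagal+/- myoblasts (passage 13) were plated 16-24 hr, then exposed to compounds (1:260 dilution of DMSO stock) for 48 hours at 37C. After MPER lysis, β-galactosidase reporter activity was read as FDG fluorescence (ex 480/em 540) after 30 minutes.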
Coupling enz: qHTS Assay for Inhibitors of Fructose-1,6-bisphosphate Aldolase from Giardia Lamblia: Coupling assay counterscreen | coupling enzyme system counterscreen, AmpLite Red fluorescence | activity change, negative = inhibition, % at 58.2 µM, hits read low | actives 0.67% (n = 290,000) | AID 2472, 2010; in the data active means activity change below about -30%; further: on the % scale 0 is the no-effect control and ±100 the full control effect
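Counterscreen of the coupled detection system alone, without aldolase: glyceraldehyde-3-phosphate coupling enzymes plus AmpLite Red readout. Compounds at 57.5 uM final, 10 min RT preincubation, 20 min RT reaction, fluorescence 525/598 nm.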
S-ASM inh: Inhibitors of Secretory Acid Sphingomyelinase (S-ASM): qHTS | Potency, µM (doses to about 57.5 µM), inactives show at the highest dose activity change, negative = inhibition, actives largely listed as inhibitors | AID 504937, 2011 | actives 0.006% (n = 340,000) | placental ASM, HMU-PC fluorogenic substrate, 60 min; further: potency means the concentration at half of the fitted maximal effect
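Human placenta-derived ASM preincubated with compound 10 min at room temperature, then reacted with 9 uM (final) fluorogenic HMU-PC substrate for 60 min at 37 C. Stop solution raises pH to 10; fluorescence read at Ex 386/Em 447 nm.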
PKM2 activator: qHTS Assay for Activators of Human Muscle isoform 2 Pyruvate Kinase | Pyruvate kinase PKM (Homo sapiens), P14618 | purified PKM2, Kinase-Glo ATP luminescence, activation; response scale: 0% is enzyme alone, no compound | Potency, µM (series often up to 57.5 µM), inactives show top-dose activation, hits mostly activators | actives 0.34% (n = 260,000) | AID 1631, 2009; further: potency means the concentration at half of the fitted maximal effect; on the % scale 0 is the no-effect control and ±100 the full control effect; nearly all actives have a fitted effect of over 55% in size
Target sequence (P14618 whole entry, looked up, canonical isoform): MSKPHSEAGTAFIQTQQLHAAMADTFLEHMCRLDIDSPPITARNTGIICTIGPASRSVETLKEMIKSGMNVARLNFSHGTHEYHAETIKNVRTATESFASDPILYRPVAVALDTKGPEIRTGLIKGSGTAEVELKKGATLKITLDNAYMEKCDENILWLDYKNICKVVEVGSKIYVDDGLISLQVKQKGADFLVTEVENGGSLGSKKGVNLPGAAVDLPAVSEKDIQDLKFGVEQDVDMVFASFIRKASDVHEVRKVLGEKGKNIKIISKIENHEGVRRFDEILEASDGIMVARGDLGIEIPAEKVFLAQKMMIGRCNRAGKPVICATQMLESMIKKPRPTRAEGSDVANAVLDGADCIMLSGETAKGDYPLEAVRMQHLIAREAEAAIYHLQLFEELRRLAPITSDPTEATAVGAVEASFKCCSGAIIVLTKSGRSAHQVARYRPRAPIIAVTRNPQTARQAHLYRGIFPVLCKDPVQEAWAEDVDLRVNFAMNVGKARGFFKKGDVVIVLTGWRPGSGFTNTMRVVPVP
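ATP formation by purified human PK-M2, quantified via coupled luciferase luminescence after 1 h at room temperature with 0.1 mM ADP and 0.5 mM PEP final.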
Tb PFK block: qHTS Assay to Find Inhibitors of T. brucei phosphofructokinase. ATP-dependent 6-phosphofructokinase (Trypanosoma brucei brucei), O15648. T. brucei PFK, ADP-Glo luminescence. Potency, µM (titrated, usually from 57.5 µM), for the others: at the highest dose activity, negative = inhibition, actives largely listed as inhibitors. actives 0.17% (n = 330,000);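 further: potency means the concentration at half of the fitted maximal effect; 0% = uninhibited 1x PFK enzyme wells and -100% = no-enzyme wells; nearly all actives have a fitted effect of over 60% in size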
Target sequence (O15648 whole entry, looked up): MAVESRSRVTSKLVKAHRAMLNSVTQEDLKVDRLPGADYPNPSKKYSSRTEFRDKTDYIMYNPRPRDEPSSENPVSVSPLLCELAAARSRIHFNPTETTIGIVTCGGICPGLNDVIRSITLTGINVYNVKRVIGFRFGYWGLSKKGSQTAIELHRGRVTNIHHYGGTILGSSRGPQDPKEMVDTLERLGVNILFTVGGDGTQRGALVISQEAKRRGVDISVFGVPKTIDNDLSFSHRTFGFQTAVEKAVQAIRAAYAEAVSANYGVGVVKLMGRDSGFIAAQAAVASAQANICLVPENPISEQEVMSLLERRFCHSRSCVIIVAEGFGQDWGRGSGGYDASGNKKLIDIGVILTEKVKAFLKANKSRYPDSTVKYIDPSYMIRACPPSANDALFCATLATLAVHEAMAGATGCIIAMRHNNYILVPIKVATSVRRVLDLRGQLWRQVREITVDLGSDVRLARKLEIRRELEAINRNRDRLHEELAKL
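PFK 1.25 nM, F6P 0.5 mM, ATP 0.1 mM, 0.1 M TEA pH 8.0, 5 mM MgCl2, 0.01% Tween20, 0.1% BSA; 45 min RT. ADP-Glo readout. qHTS titration up to 57 uM; curves fitted, compounds curve-classed.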
Menin MLL FP TR: qHTS Assay for Inhibitors Targeting the Menin-MLL Interaction in MLL Related Leukemias: Competition With Texas Red Labeled MLL-derived Mutant Peptide; actives 0.23% (n = 270,000); O00255; AID 1768, 2009; Menin + Texas Red MLL mutant peptide, fluorescence polarization; Potency, µM (top dose mostly 61.6 µM), for the others: at the top dose FP activity change, negative = inhibition, most hits filed as inhibitors; active means well fitted inhibition curve with a large enough effect in the polarisation, with a control signal flat, not every such curve was filed as active; inconclusive means small, poorly fitted or top-dose-only effect, or effect the other way, or a change in a side signal; inactive means no such curve, though single readings can be large or run the other way; the % refers to the polarisation; further: potency means the concentration at half of the fitted maximal effect; % of control where 0% means no effect; many of its hits are not listed in these tables
B2AR arrestin: qHTS assay of beta-arrestin-biased ligands of beta2-adrenergic receptor; beta-arrestin recruitment to beta2AR, cell-based reporter; Potency, µM (doses to about 46.1 µM), without a hit: at the top dose activation, most hits filed as activators; actives 0.02% (n = 330,000);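 further: potency means the concentration at half of the fitted maximal effect; 0% = DMSO controls and full agonism = EC100 isoproterenol or metaproterenol; nearly all actives have a fitted effect of over 65% in size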
PTAP TSG101 blk: qHTS Assay for Iinhibitors of HIV-1 Budding by Blocking the Interaction of PTAP/TSG101 | Tumor susceptibility gene 101 protein (Homo sapiens), Q99816 | Potency, µM (titrated, usually from 115 µM), for the others: at the top dose activity change, negative = inhibition, usual class: inhibitors | 340,000 tested, under 10 active | Fluorescence polarization, FITC-PTAP peptide / Tsg101 binding; active means well fitted inhibition curve with a large enough effect in the main read-out, with a control signal flat, not every such curve was filed as active; inconclusive means small, poorly fitted or top-dose-only effect, or effect the other way, or a change in a side signal; inactive means no such curve, though single readings can be large or run the other way; further: potency means the concentration at half of the fitted maximal effect; % of control where 0% means no effect
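Steps: Tsg101 binding domain dispensed (10 uM final), compounds pinned in DMSO, FITC-labeled PTAP-motif peptide added (50 nM final); after 20 min binding at room temperature, polarization measured.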
The depositor's hits bear a star; ? = inconclusive; · = no result given; [ ] = dose if it differs, or a comment. Unless noted, the call rests on the fitted dose curve; in most records, active means well fitted curve in the direction sought with a large enough effect; inconclusive means small, poorly fitted or top-dose-only effect, or another doubt; inactive means no such curve, though single readings can be large; an effect the other way counts as inactive or inconclusive.

SMILES | Giardia kill | GALK inhibitor | BCR signal inh | Integrin act MD | Coupling enz | S-ASM inh | PKM2 activator | Tb PFK block | Menin MLL FP TR | B2AR arrestin | PTAP TSG101 blk
O=C(Cn1cncn1)c1ccc(Cl)cc1 | 6 | -2% | -1% | 14% | 0 | 4% | · | 12% | 11% | -0.9% | -5%
CCN(CC(=O)NCCc1ccccc1)S(=O)(=O)c1ccc(C)cc1 | -5 | 2% | 3% | -7% | 0 | -2% | 6% | -1% | 4% | -0.9% | 0%
COCCN(C(=O)CCCC(=O)Nc1ccccn1)C(C(=O)NC1CCCC1)c1ccc(C)cc1 (stereo unspecified) | 4 | 1% | 2% | -9% | -2 | 2% | -8% | -2% | -7% | 0.5% | -1%
COc1cc(NS(=O)(=O)c2cc(C(=O)N3CCN(C(C)=O)CC3)ccc2OC)cc(OC)c1 | -2 | -3% | 1% | -8% | -3 | -2% | -2% | -1% | 7% | -0.9% | -1%
COc1cccc(N2C(=O)Nc3ccc(Br)cc3C2(O)C(=O)NCCCOC(C)C)c1 (stereo unspecified) | 8 | 8% | 1% | 14% | 1 | -1% | · | -3% | 2% | 0.5% | -2%
Cc1cc(SCc2ccc(Cl)cc2)nc(=O)[nH]1 | 32[activator] | -3% | 10% | 11% | · | 2% | · | 4% | · | -0.1% | 0%
O=C(Cc1ccccc1F)Nc1ccc(Cl)nc1 | -7 | -2% | ? | -11% | 0 | 1% | -6% | -5% | 0% | -0.2% | -6%
CC(=O)c1cc2c(cc1NC(=O)CN1CCC(Cc3ccccc3)CC1)OCO2 | 16 | -1% | ? | 6% | -1 | -1% | 16% | 3% | -13% | 0.5% | -3%
CCOC(=O)C1C(C(=O)OC)=C(C2=CCCCC2)c2ccccc2N1S(=O)(=O)C(F)(F)F (stereo unspecified) | 0 | · | 0% | -6% | -3 | -4% | · | 0% | -9% | -0.6% | -1%
Cc1ccc(-c2nnc(SCC(=O)N(C)C)nc2-c2ccc(C)cc2)cc1 | -2 | 3% | 5% | -31% | 8 | -14% | · | 0% | -8% | 0.5% | -1%
O=C(Nc1ccccc1)N1CCC(O)(c2cccc(C(F)(F)F)c2)CC1 | 35[activator] | 0% | -5% | -18% | 0 | 1% | 0% | -6% | -1% | -0.6% | 1%
COCCCn1c(=S)[nH]c2sc3c(c2c1=O)CCCS3 | -1 | -2% | -1% | -26% | 2 | -5% | -1% | -8% | ? | 1.0% | -1%
O=C(CNC(=O)c1cccs1)N/N=C/c1cccc(Cl)c1 | 1 | 8% | ? | 35% | · | -2% | -9% | -4% | · | -0.1% | -1%
O=C(COC(=O)c1ccccc1[N+](=O)[O-])Nc1cccnc1Cl | -3 | · | -17% | 23% | · | 0% | · | 1% | · | -0.5% | -4%
Cc1cc(SCC(=O)c2ccccc2)nc(C)n1 | -18 | 7% | ? | -21% | 4 | 1% | -7% | 1% | 2% | 0.5% | 1%
CC(C)(C)OC(=O)C[C@H]1C/C=C\C[C@@H](CC(=O)N[C@@H](CO)Cc2ccccc2)C(=O)NC[C@@H](c2ccccc2)OC1=O | 12 | · | 4% | -18% | · | 1% | · | 3% | · | 6.7% | 1%
Cc1ccc(NC(=O)CNCc2ccccc2Cl)cc1S(=O)(=O)N(C)C | -4 | 5% | -3% | ? | -1 | -2% | · | -5% | -18% | 0.3% | 1%
CC(C)NC(=S)N/N=C1\CCCc2ccccc21 | -17 | 4% | -4% | 19% | 0 | -2% | -1% | 1% | -4% | 0.2% | 0%
Cc1ccccc1NC(=O)c1cc(C(=O)c2cc(Cl)ccc2O)cn(-c2ccccc2C)c1=O | -12 | 2% | ? | -49%[inhibitor] | 0 | -1% | 4% | 0% | -7% | ? | 0%
CCC/C(=N\NC(=O)C1CCCC1)c1ccccc1 | -11 | 3% | -17% | 10% | 1 | 4% | -1% | -8% | -15% | -1.0% | -2%
CSc1ccc(CN2CCSCC2)cc1 | 16 | -4% | 1% | -12% | -3 | 0% | -2% | -7% | -2% | 0.0% | -4%
CCCCN(CCCC)CCNC(=O)c1cn(CC)c2ccc(S(=O)(=O)N(C)C3CCCCC3)cc2c1=O | -1 | 2% | 8% | 16% | 1 | -1% | · | -2% | -20% | -0.3% | -3%
CCN(Cc1ccccc1)C(=O)c1cc2c(OC)c(OC)c(OC)cc2[nH]1 | 33[activator] | 3% | -4% | 30% | 1 | 7% | · | -4% | ? | -0.4% | 0%
CCOC(=O)CN1CC23C=CC(O2)C(C(=O)O)C3C1=O (stereo unspecified) | -11 | 2% | ? | 12% | 0 | -1% | 3% | 4% | 0% | -0.1% | -3%
Cc1c(O)nc(SC2CC(=O)N(c3ccccc3)C2=O)[nH]c1=O (stereo unspecified) | 3 | 0% | · | -29% | 0 | 6% | -6% | · | 9% | · | -4%
Cc1ccc(NC(=O)c2sc(C)nc2C)c(C)c1 | -1 | 5% | 1% | 7% | 0 | 2% | · | -23% | 1% | 0.3% | -1%
CC(=O)c1ccc(NC(=S)NCC(c2ccco2)N2CCCC2)cc1 (stereo unspecified) | -7 | -3% | 3% | ? | 2 | 6% | 0% | 4% | -5% | -0.1% | -1%
CCCCOc1ccc(/C=C/C(=O)OCC(=O)N2CC(=O)Nc3ccccc32)cc1OCC | -4 | 0% | 6% | 2% | 2 | · | 6% | ? | ? | -0.6% | -2%
COc1ccc(-c2cc(C(=O)N3CCN(C(c4ccccc4)c4ccccc4)CC3)no2)cc1 | 6 | 2% | -5% | 3%[7.66 µM] | -1 | -12% | 12% | -8% | 1% | 0.3% | 1%
COc1cccc(CNC(=O)CCNC(=O)c2ccc(Br)o2)c1 | 36[activator] | -2% | -3% | 1% | -2 | -1% | · | 2% | 0% | 0.1% | -5%
Cc1ccccc1OCC(=O)NCC1CCCO1 (stereo unspecified) | 12 | 3% | ? | 7% | 1 | 0% | -7% | -2% | 12% | -0.4% | -4%
Cc1ccc(Nc2ncnc3sc(C)c(C)c23)cc1C | -11 | -3% | ? | -24% | 3 | -8% | -1% | 3% | · | 0.2% | -4%
COc1ccc(CCNC(=O)c2cc3c(=O)n4ccccc4nc3n(CC3CCCO3)c2=N)cc1OC (stereo unspecified) | 4 | · | 20% | 11% | -4 | 241%[activator] | 4% | 1% | -6% | 0.1% | 1%
CCCc1cc(NCc2ccccn2)n2nc(C)c(-c3ccccc3)c2n1 | 14 | -2% | -10% | -54%[inhibitor] | -2 | 1% | 0% | 7% | · | -0.2% | -1%
O=C(NCCCN1CCOCC1)c1cccc(S(=O)(=O)Nc2ccccc2Cl)c1 | 14 | 6% | 9% | 17% | · | · | 0% | -10% | · | -0.4% | -1%
CCOc1ccccc1NC(=O)CSc1nnc(-c2cnccn2)n1C | 0 | 2% | ? | -21% | -9 | 0% | -13% | -1% | -20% | 0.2% | -3%
O=C1CSC(=Nc2ccccc2)N1 | -1 | 1% | · | 18% | 0 | 3% | 2% | · | 6% | · | -3%
C/C(=N\N=C(c1ccccc1)c1ccccc1)c1cccs1 | -6 | 3% | ? | 17% | 1 | ? | -1% | 3% | -3% | -0.3% | -1%
Cc1cc(C)cc(NC(=O)N2CCCCCCC2)c1 | 4 | 11% | -2% | 2% | 1 | -2% | -3% | 6% | 4% | -0.1% | -8%
CCOc1ccc2c(c1)N(C(=O)CN1C(=O)CCC1=O)C(C)(C)C=C2C | -4 | 1% | -4% | 12% | -2 | 0% | 0% | 1% | -5% | -0.6% | -1%
CC(=O)Nc1ccc(C(=O)Cn2nnc3ccccc3c2=O)cc1 | -19 | 2% | -7% | 5% | 0 | 2% | -3% | 2% | 2% | -0.4% | ·
CCCCCNC(=O)c1cc(S(=O)(=O)N2CCCCC2)ccc1F | 22 | 9% | -1% | 16% | 3 | 0% | -8% | 0% | 2% | 0.0% | -6%

From PubChem BioAssay

Only part of the results is shown; count on the stated rates, not on these rows.
